High-throughput results: PubChem BioAssay, several laboratories
AID2073: disruptors of CaV2.2 binding to Mint1 – biochemical, HTRF (AID 2073); inhibition, % at 20 µM; hits with a dose series show IC50 in µM; HTRF protein-protein interaction, Mint1-CaV2.2; higher % means a stronger effect; actives 0.19% (n = 290,000); in the data active = inhibition mostly above about 51%, no sharp cut-off; inconclusive = no clear call, values can overlap the other calls; inactive = mostly below about 53%; note: some results filed as inactive read as strong as hits
NS5 inhibitors: flavivirus cap methylation enzyme inhibition – biochemical, confirmation dose response, primary screen (AID 588689). Dengue-2 NS5 methyltransferase capping enzyme assay, biochemical; higher % means a stronger effect. inhibition, % at 25 µM; hits with a dose series show IC50 in µM. actives 0.3% (n = 340,000); in the data active = a potency from the dose series; inconclusive = inhibition above about 29% without an active follow-up result
RSV antiviral HEp-2: inhibition of RSV-induced cytopathic effect – HEp-2 cells, primary 10 µM value included (AID 2391) | HEp-2 cells, RSV-induced CPE inhibition; higher % means a stronger effect | actives 0.13% (n = 310,000) | one-dose CPE inhibition, % at 10 µM; IC50 in µM for titrated hits; in the data active = a potency from the dose series; inconclusive = CPE inhibition mostly from about 23% at the one dose, without a potency; inactive = the rest, 99 in 100 with CPE inhibition below about 21%; note: strong numbers were not always called active
Rac1 GTP hydrolysis: MgcRacGAP GTPase-activating activity inhibitors, confirmation, biochemical, ADP Hunter fluorescence; actives 0.6% (n = 340,000); MgcRacGAP-stimulated Rac1 GTP hydrolysis, ADP Hunter fluorescence; higher % means a stronger effect; GST-tagged Rac1 F28L mutant substrate; inhibition, % at 30 µM; hits with a dose series show IC50 in µM; AID 624330;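 active = first-screen hits whose inhibition reached a set limit at any dose in the follow-up dose series; inconclusive = inhibition above the set first-screen limit but never retested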;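 note: fluorescence reports GDP produced by GAP-driven GTP hydrolysis; strong numbers were not always called active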
UTI89 phage lysis: protection from phage-mediated lysis, alamar blue read-out – E. coli UTI89, K1F phage, bacterial capsule biogenesis inhibitors (AID 488966); E. coli UTI89 K1F phage lysis, alamar blue, 2 h; higher % means a stronger effect; one-dose inhibition, % at 100 µM; IC50 in µM for titrated hits; actives 0.02% (n = 340,000);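 active = phage lysis inhibition, versus mean bacterial control, above a set limit; inconclusive = no clear call, values can overlap the other calls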;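 note: capsule biogenesis inhibitors block K1F phage lysis so surviving cells raise fluorescence; higher fluorescence means more inhibition of phage lysis; actives were called in the ten point dose series up to 300 µM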
NTR1 agonist: NTR1-driven beta-arrestin-GFP spot formation – imaging, U2OS cells, high content, primary screen (AID 493036). P30989. activation, % at 20 µM. agonist mode. actives 0.17% (n = 330,000);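 active = activation at or above 40% of the spot to cytoplasm intensity ratio, with at least 20 cells analyzed; inconclusive = wells under 20 cells, flagged as cytotoxic or low count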;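 note: 0% = DMSO without peptide and 100% = 100 nM NTR1 peptide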
Target sequence (P30989 whole entry, looked up): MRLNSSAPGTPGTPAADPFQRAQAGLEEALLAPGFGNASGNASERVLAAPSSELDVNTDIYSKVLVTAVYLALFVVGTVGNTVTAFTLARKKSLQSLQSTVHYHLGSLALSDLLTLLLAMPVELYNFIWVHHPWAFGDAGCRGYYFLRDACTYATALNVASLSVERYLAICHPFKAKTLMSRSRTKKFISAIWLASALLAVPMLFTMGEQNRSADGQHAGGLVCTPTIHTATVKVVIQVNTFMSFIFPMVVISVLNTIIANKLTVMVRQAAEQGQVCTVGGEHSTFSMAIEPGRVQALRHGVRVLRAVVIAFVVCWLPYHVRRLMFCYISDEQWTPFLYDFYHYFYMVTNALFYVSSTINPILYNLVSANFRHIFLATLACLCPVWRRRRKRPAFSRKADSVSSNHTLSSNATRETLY
West Nile virus CPE: West Nile virus antiviral activity, cell-based, CPE readout (AID 1621) | actives 0.02% (n = 290,000) | West Nile virus-infected cells, CPE inhibition; higher % means a stronger effect | one-dose CPE inhibition, % at 10 µM; IC50 in µM for titrated hits; in the data active = a potency from the dose series; inconclusive = CPE inhibition mostly from about 3.7% at the one dose, without a potency; inactive = the rest, 99 in 100 with CPE inhibition below about 2.2%; note: strong numbers were not always called active
SV40 large T antigen: SV40 large T antigen inhibitors, biochemical (AID 1903); actives 0.39% (n = 310,000); SV40 large T antigen ATPase/helicase inhibition assay; higher % means a stronger effect; inhibition, % at 20 µM; hits with a dose series show IC50 in µM; in the data active = a potency from the dose series; inconclusive = inhibition mostly from about 32% at the one dose, without a potency; inactive = the rest, 99 in 100 with inhibition below about 32%; note: strong numbers were not always called active
SIAH1 antagonists: blockers of Siah-1 interaction with plectin peptide – biochemical, fluorescence polarization, rhodamine-plectin, uHTS, primary screen (AID 1817) | Siah-1 / rhodamine-plectin peptide fluorescence polarization; higher % means a stronger effect | actives 0.02% (n = 290,000) | displacement, % at 20 µM, or IC50 in µM where a hit was titrated;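 active = displacement of at least 50% at 20 µM, with a fluorescence ratio check between 0.3 and a set limit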;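 note: plate controls were Siah plus tracer with DMSO for no effect and tracer alone without Siah for full effect; strong numbers were not always called active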
NTR1 agonist cell count 20 µM: recorded beside NTR1 agonist, whose call it bears; cell count; measured here: cell count, cytotoxicity flag
NS5 inhibitors pilot replicate: also measured in NS5 inhibitors; calls as there; inhibition, %; measured here: pilot screen replicate inhibition
Starred values were filed as active, the others as inactive; ? = inconclusive; . = not tested or not shown; & = joins results of further samples; [ ] = dose if it differs, or a comment.

SMILES	AID2073	NS5 inhibitors	RSV antiviral HEp-2	Rac1 GTP hydrolysis	UTI89 phage lysis	NTR1 agonist	NTR1 agonist cell count 20 µM	West Nile virus CPE	SV40 large T antigen	SIAH1 antagonists	others
COC(=O)c1sc(NC(=O)c2c(C)noc2C)nc1C	3%	-2%	1.6%	5%	0.0%	-0.4	93	-0.2%	4%	-1%
CC(=O)Nc1ccc(S(=O)(=O)Nc2cc(C)ccn2)cc1	5%	3%	0.7%	7%	1.6%	1.3	34	0.0%	4%	14%
COc1ccc(NC(=O)COC(=O)CN2C(=O)c3ccccc3C2=O)cc1	.	0%	.	4%	0.6%[50 µM]	1.9	59	.	.	.
COc1cccc(N2CC(NC(=O)c3cccc4ccccc34)CC2=O)c1 (stereo not drawn)	.	-6%	0.0%	8%	1.3%[50 µM]	0.5	60	.	14%	.
CCCNCc1nnc(-c2ccccc2Cl)o1	-1%	-11%	1.9%	6%	0.5%	-1.9	80	-0.3%	7%	-4%
CCN(CC)S(=O)(=O)c1ccc(NS(=O)(=O)c2ccc(O)c([N+](=O)[O-])c2)cc1	-4%	3%	4.0%	5%	3.3%	1.2	38	-0.2%	5%	2%
Cc1cc(C)n2nc(C(=O)OCC(=O)Nc3ccc(C)c(F)c3)nc2n1	.	-6%	.	2%	0.4%[50 µM]	0.5	68	.	.	.
CCOc1ccc(-c2cccc(NS(=O)(=O)c3ccccc3[N+](=O)[O-])c2)nn1	.	1%	1.3%	6%	0.5%[50 µM]	0.1	47	.	-5%	.
C/C(=N\NC(=O)c1cc(C)nc2ccccc12)c1cccc(Cl)c1	14%	3%	2.0%	5%	0.1%	-1.3	57	0.2%	-1%	0%
CN/N=C(\Cc1nc2ccccc2[nH]1)c1ccc([N+](=O)[O-])cc1	31%	28%	.	16%	-0.6%	.	.	-0.1%	18%	-2%
CC(C)N(Cc1nccn1C)C(=O)CC1C(=O)NCCN1Cc1ccc(F)c(F)c1 (stereo not drawn)	0%	-1%	0.4%	6%	1.2%[50 µM]	-1.3	60	2.1%	-9%	-3%
CC/C(=N\NC(=O)Nc1nonc1N)c1ccc(OC)c(OC)c1	9%	5%	1.3%	-2%	-2.1%	-0.1	51	0.3%	-4%	3%
O=C(Nc1ccc(Br)cc1)c1cccn1-c1ncc(C(F)(F)F)cc1Cl	5%	-11%	16%	4%	5.2%	19	46	-0.6%	12%	1%
COc1ccc(OC)c(CNC(=O)CCSCc2ccc(F)cc2Cl)c1	8%	-8%	-0.2%	5%	1.2%	-0.4	99	-0.8%	4%	1%
COc1ccc(NC(=O)CCC(=O)OCC(=O)c2ccc(Oc3ccc([N+](=O)[O-])cc3)cc2)cc1	16%	-5%	0.3%	13%	0.3%	-0.1	93	-0.2%	16%	7%
COC(=O)c1cccc(NC(=O)CSc2nnc(C)n2Cc2ccccc2)c1	0%	-1%	0.8%	0%	-0.5%	-1.1	88	-0.2%	8%	2%
COc1c(C(C)C)oc2cc3oc(=O)ccc3cc12	17%	-7%	12%	5%	1.1%	-0.1	45	0.5%	17%	5%
CC(C)=CCC(C)(C)C1OCCN1C(=O)Nc1ccccc1 (stereo not drawn)	-9%	2%	3.3%	5%	0.5%	1.0	77	-0.3%	7%	-2%
CCCCNC(=O)C1CCC(CNc2c(N3CCC(C)CC3)c(=O)c2=O)CC1 (stereo not drawn)	8%	2%	0.7%	7%	0.0%	0.2	44	0.4%	11%	2%
COc1ccc(C(C[N+](=O)[O-])c2c(-c3ccccc3)cc3ccccn23)c(OC)c1 (stereo not drawn)	-8%	-3%	36µM*	26%	-0.3%	37	44	2.1%	17%	2%
Brc1ccc2[nH]c3nc(SCCN4CCOCC4)nnc3c2c1	-24%	-8%&4%	10%&1.1%	7%&-1%	0.6%&-0.7%	3.1&1.7	57&54	-0.6%	6%	-1%
CCOc1cc(-c2cc(N)n[nH]2)cc(OCC)c1OCC	-2%	0%	1.1%	-1%	0.3%	0.9	65	.	6%	1%
Cc1cc(C)c2nc(-c3ccccn3)cc(C(=O)Nc3ccc(S(=O)(=O)Nc4onc(C)c4C)cc3)c2c1	51%*	.	21%	.	.	-0.2	81	-0.4%	18%	15%
CCOC(=O)C1(Cc2cccc(Cl)c2)CCCN(C(=O)CCOC)C1 (stereo not drawn)	-2%	-7%	-0.9%	-8%	0.2%	-1.3	32	-0.1%	4%	1%
CCCCn1nc2cc(C(=O)NC3CCc4ccccc43)ccc2c1OCC (stereo not drawn)	11%	-1%	5.8%	15%	0.9%	3.0	48	0.4%	8%	3%
Cc1ccc(S(=O)(=O)Nc2cccc(S(=O)(=O)N3CCCC3)c2)cc1C	.	-9%	.	9%	-0.1%[50 µM]	0.9	38	.	.	.
CC(C(=O)N1CCCC1)N1CCN(S(=O)(=O)c2ccc(OC(F)(F)F)cc2)CC1 (stereo not drawn)	.	0%	1.2%	4%	-0.3%	1.5	56	.	.	.
Cc1ccccc1-c1noc(-c2ccccc2C(=O)NCC2CCCO2)n1 (stereo not drawn)	-7%	-8%	.	5%	-0.3%	0.5	39	0.0%	3%	-8%
Cc1cccc(OCCNC(=O)CSc2ccc(C(F)(F)F)cc2[N+](=O)[O-])c1	?	-3%	1.3%	7%	1.4%	1.2	54	-1.0%	12%	7%
CC(NS(=O)(=O)c1ccccc1)C(=O)Nc1ccc(S(N)(=O)=O)cc1 (stereo not drawn)	0%	-6%	1.3%	10%	0.2%	-2.4	95	-0.1%	-2%	-7%
COC(=O)c1c(C)[nH]c(C(=O)CC#N)c1C	5%	?	2.1%	3%	0.0%	1.1	38	-0.1%	19%	5%
CC(C)NC(=O)C(C)N1CCN(S(=O)(=O)c2ccc3ccccc3c2)CC1 (stereo not drawn)	-4%	4%	1.3%	10%	1.6%	0.5	45	-1.4%	5%	6%
Cc1ccc(NC(=O)Cn2nc(-c3ccccc3)nc2-c2ccccc2)c(C)c1	2%	0%	2.3%	6%	5.9%	-0.9	40	-0.8%	17%	13%
COc1ccc(-c2ccc(NC(=O)c3ccc(Br)o3)cc2)nn1	.	9%	2.5%	9%	1.0%[50 µM]	0.3	37	.	10%	.
O=C1N=C(N2CCCCC2)S/C1=C\c1ccc(Br)cc1	-4%	-12%	-1.4%	3%	-0.2%	5.8	56	-1.1%	-9%	-1%
CC(C)CC(=O)N1CCN(S(C)(=O)=O)CC1	-1%	-3%	0.6%	14%	0.7%	-1.1	47	0.3%	-2%	-3%
CCOC(=O)C1Sc2ccccc2NC1=O (stereo not drawn)	0%	2%	5.0%	11%	0.6%	-1.6	56	0.2%	-4%	4%
O=C(NCC1CCCO1)c1cc2c([nH]c3ccccc32)c(-c2cccc(Cl)c2)n1 (stereo not drawn)	37%	-9%	10%	-2%	0.9%	4.5	89	-1.5%	5%	1%
CCC(=O)NC(Nc1c(C)n(C)n(-c2ccccc2)c1=O)C(Cl)(Cl)Cl (stereo not drawn)	5%	-9%	2.2%	10%	0.2%	-0.8	82	0.5%	9%	14%
O=C1OCCC1Sc1nc2ccccc2s1 (stereo not drawn)	-7%	-6%	1.8%	11%	5.3%	0.3	61	0.2%	11%	-2%
COc1ccccc1/C=N/NC(=O)c1nnn(-c2nonc2N)c1CN(C)c1ccccc1	24%	-8%	0.2%	9%	1.8%	1.3	61	-0.2%	26%	-1%
COc1cc(CN2CCC(N3CCC(C(=O)N4CCCC4)CC3)CC2)cc2c1OCO2	13%	-3%	-1.9%	-2%	0.1%	4.1	61	-0.7%	23%	2%
O=Cc1cn(CC(=O)N2CCCc3ccccc32)c2ccccc12	4%	-4%	11%	4%	5.2%	-4.8	87	0.3%	-3%	7%
CCOc1ccc(CC(=O)Nc2sc(Cc3ccccc3)cc2C(N)=O)cc1OCC	5%	-1%	2.3%	6%	-0.2%	5.5	66	-0.3%	7%	-3%
COc1ccc(-c2c(C)cc3oc(=O)cc(-c4ccccc4)c3c2C)cc1F	.	-7%	.	5%	0.2%	3.2	52	.	.	.	NS5 inhibitors pilot replicate=17
Cc1ccccc1NC(=O)Cn1c(=O)n(Cc2ccccc2)c(=O)c2c(C)c(C)sc21	9%	-4%	2.5%	7%	2.0%[50 µM]	4.4	74	-0.3%	2%	13%
CCOc1cc(/C=N/NC(N)=O)cc(Br)c1OCc1ccccc1F	3%	-5%	21%	9%	0.2%	3.0	72	0.1%	8%	7%
COc1ccc(-n2c(Cc3cccn3C)nnc2SCC(=O)NC2CCCCC2)cc1	?	1%	1.4%	2%	-0.9%	0.6	58	1.1%	7%	5%
O=P(O)(C(O)c1ccccc1)C(O)c1ccccc1 (stereo not drawn)	.	-2%	0.7%	6%	-0.1%	5.8	86	.	19%	.
Cn1c(=O)c(C(=O)CN2CC(=O)Nc3ccccc32)c(N)n(Cc2ccccc2)c1=O	10%	-3%	0.4%	7%	0.2%	1.0	57	0.3%	4%	7%
Brc1ccc(OCCOc2cccc3cccnc23)cc1	6%	-7%	2.2%	6%	6.3%	-0.1	64	-0.6%	9%	5%
